TCR CD3 inh: blocks the human TCR-CD3 interaction; inhibition, % at 9.4 µM; 360,000 tested, 0.37% active; TAMRA-labeled TCR probe fluorescence, biochemical; AID 651800; in the data active = inhibition above about 19%;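 note: recombinant mutant TCR 2C K166C tagged with TAMRA read by polarization; 0% = receptor in buffer alone and 100% = receptor with positive control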
Tn7 DDE FP: disrupts Tn7 cyclic peptide binding to fibrin D-Dimer-E complex; P02675; FP displacement of FITC-Tn7 peptide from fibrin DD(E); 0% = median of compound wells per plate; inhibition, % at 8.3 µM; 370,000 tested, 0.13% active;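 active = inhibition above the mean of compounds falling within the control limits plus 3 SD of them, cut at about 14% in these data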;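 note: 0% = plate median of compound wells and 100% = 10 µM Aha-Tn7 peptide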
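Measure: % inhibition scaled between sample-field median and high-control FP; Test system: human fibrin DD(E); Quantity: 2 µM final DD(E) protein; Doses: one dose, 8.3 µM nominal; Schedule: compound with protein 10 min, then 3 h after probe, room temperature; Detection: fluorescence polarization; Medium: Tris buffer with calcium and detergent, pH 7.8.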
TDP2 absorb: TDP2 (human) inhibition, absorbance primary screen; O95551; recombinant TDP2, T5PNP hydrolysis, p-nitrophenol absorbance 415 nm; inhibition, % at 12.8 µM; 370,000 tested, 0.34% active; AID 720702;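 active = inhibition above the mean of all tested compounds plus 3 SD, set per campaign, cut at about 25% in these data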;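 note: 0% = DMSO with enzyme and 100% = buffer with substrate but no TDP2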
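System: recombinant human TDP2 / Amount: 120 nM TDP2 per well / Also added: 5 mM T5PNP chromogenic substrate / Doses: 12.8 µM single point, 1% DMSO / Incubation: 2 h at 37 °C / Detection: p-Nitrophenol epi absorbance / Evaluation: % inhibition relative to enzyme-containing and enzyme-free wells / Repeats: singlicate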
PRMT1 FP inh: blocks human protein arginine methyltransferase 1; recombinant PRMT1, activity-based probe fluorescence polarization; 370,000 tested, 1.3% active; Q99873; inhibition, % at 2.79 µM;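 active = inhibition above about 21% made by adding two undisclosed values, limit read from the data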
UHRF1 MBD2 ctr: blocks human UHRF1 binding to methylated DNA; UHRF1 binding to methylated oligo, TR-FRET; AID 687016; 370,000 tested, 0.75% active; Q96T88; inhibition, % at 4.4 µM; in the data active = inhibition above about 21%;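 note: UHRF1 SRA domain binding a hemimethylated CpG hairpin DNA probe; 0% = median of test compound wells and 100% = reference inhibitor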
Target sequence (Q96T88 whole entry, looked up, the tested form may be a part): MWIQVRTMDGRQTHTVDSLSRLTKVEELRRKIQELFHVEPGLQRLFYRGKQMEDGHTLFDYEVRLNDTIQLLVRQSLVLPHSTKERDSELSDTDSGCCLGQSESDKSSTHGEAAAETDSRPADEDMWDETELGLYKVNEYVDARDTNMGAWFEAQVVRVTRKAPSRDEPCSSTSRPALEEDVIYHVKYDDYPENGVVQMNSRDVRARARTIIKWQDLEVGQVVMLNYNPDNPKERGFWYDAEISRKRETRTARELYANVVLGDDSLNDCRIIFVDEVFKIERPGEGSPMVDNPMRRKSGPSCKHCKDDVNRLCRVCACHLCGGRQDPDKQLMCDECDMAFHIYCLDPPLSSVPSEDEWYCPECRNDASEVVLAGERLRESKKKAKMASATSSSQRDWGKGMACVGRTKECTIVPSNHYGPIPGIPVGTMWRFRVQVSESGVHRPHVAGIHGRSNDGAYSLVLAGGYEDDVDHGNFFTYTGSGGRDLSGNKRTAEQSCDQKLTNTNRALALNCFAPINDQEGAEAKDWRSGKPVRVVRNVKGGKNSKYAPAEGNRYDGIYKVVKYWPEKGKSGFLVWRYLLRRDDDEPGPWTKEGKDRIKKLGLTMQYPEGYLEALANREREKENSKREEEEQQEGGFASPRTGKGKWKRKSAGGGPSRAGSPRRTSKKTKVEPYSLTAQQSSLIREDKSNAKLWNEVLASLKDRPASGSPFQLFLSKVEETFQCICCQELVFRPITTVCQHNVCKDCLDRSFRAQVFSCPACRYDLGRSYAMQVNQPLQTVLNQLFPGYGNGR
Tn6 DDE FP: inhibitors of Tn6 peptide binding to human fibrin DD(E); P02675; Fibrin DD(E) TRITC-Tn6 fluorescence polarization displacement; inhibition, % at 8.3 µM; 370,000 tested, 0.21% active; AID 720509;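 active = inhibition above a per-campaign cutoff: mean of compounds within control limits plus 3 SD, cut at about 15% in these data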;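 note: 0% = median of all compound wells on the plate and 100% = blocking peptide control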
SIAE inh: blocks human sialic acid acetylesterase; SIAE FP-Rh probe binding, fluorescence polarization; inhibition, % at 9.66 µM; 370,000 tested, 0.69% active;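 active = inhibition above a cutoff: mean of compounds within the control limits plus 3 SD of those, cut at about 17% in these data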;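 note: 0% = plate median of compound wells and 100% = probe without SIAE protein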
MBD2 DNA inh: inhibitors of human MBD2 binding to methylated oligonucleotide; Q9UBB5; inhibition, % at 4.4 µM; TR-FRET; AID 686964; 370,000 tested, 0.31% active; in the data active = inhibition above about 13%
KLK7 zymogen act: activators of human kallikrein-7 zymogen | 370,000 tested, 0.9% active | AID 652039 | purified proKLK7, EDANS-DABCYL substrate fluorescence; 100% is mature enzyme control, 0% vehicle | activation, % at 7 µM;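 active = activation above the mean of all tested compounds plus 3 SD, computed per campaign excluding outliers beyond control limits, cut at about 13% in these data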
Target sequence (P49862 whole entry, looked up): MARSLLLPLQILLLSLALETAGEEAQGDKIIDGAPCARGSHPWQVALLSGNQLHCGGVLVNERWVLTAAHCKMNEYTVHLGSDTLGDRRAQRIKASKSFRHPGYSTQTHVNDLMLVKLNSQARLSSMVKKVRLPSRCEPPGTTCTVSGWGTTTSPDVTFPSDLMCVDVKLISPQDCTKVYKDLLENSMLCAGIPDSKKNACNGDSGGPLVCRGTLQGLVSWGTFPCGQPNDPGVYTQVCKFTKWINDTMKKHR
LEDGF integ inh: blocks HIV-1 LEDGF/p75-dependent DNA integration; TR-FRET IN-LEDGF/p75 DNA integration, Eu/Cy5; inhibition, % at 3.7 µM; 370,000 tested, 0.64% active; AID 743269;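 active = inhibition above the screen-wide mean plus 3 SD, cut at about 13% in these data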;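 note: signal is the Cy5 over europium emission ratio at 671 and 618 nm; 0% = plate median of compound wells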
Numbers without * were called inactive; . = not tested or not shown; & = joins results of further samples.

SMILES | TCR CD3 inh | Tn7 DDE FP | TDP2 absorb | PRMT1 FP inh | UHRF1 MBD2 ctr | Tn6 DDE FP | SIAE inh | MBD2 DNA inh | KLK7 zymogen act | LEDGF integ inh
COc1ccc(Cn2c(=O)[nH]c3cc(C(=O)NCCCN4CCCC4=O)ccc3c2=O)cc1 | -14 | -1 | -5 | 1 | 1 | -7 | -5 | 1 | -3.4 | 1
O=C(COc1ccccc1)NNC(=O)c1cc2ccccc2o1 | -3 | -4 | -2 | -3 | 13 | 2 | -1 | -3 | -0.1 | 1
CCOc1ccc(C(=O)NCc2ccco2)cc1OC | 3 | -3 | 6 | 1 | 0 | -10 | 0 | 6 | 0.2 | 1
NC(=O)CSc1nc2ccccc2n1Cc1ccccc1F | -3 | -5 | -8 | 0 | 3 | -4 | -6 | 3 | -0.1 | -7
COc1ccc(-c2nnc3ccc(SCC(=O)N4CCCCCC4)nn23)cc1OC | 5 | 0 | 6 | 1 | 0 | -1 | 0 | -1 | 0.5 | 4
COCCSc1ccccc1C(=O)NCC1CCCO1 (centres undefined) | 6 | -2 | 4 | 13 | -1 | -1 | -1 | -6 | 0.1 | 0
COc1ccc(NC(=O)COc2ccc(N(C)S(=O)(=O)c3ccc(Cl)cc3)cc2)cc1 | 3 | 5 | -1 | 0 | 1 | 0 | -18 | 1 | 0.6 | 0
CCC(C)[C@H](NC(=O)Nc1ccc(Oc2ccccc2)cc1)C(=O)O (some centres undefined) | -4 | -2 | -5 | 2 | 2 | -2 | -7 | 1 | 0.3 | 1
COc1cc(-c2cc(-c3ccccc3)nc(SCC(=O)Nc3nccs3)c2C#N)cc(OC)c1OC | -5 | 3 | -4 | 0 | -1 | 0 | 1 | -1 | -3.7 | 0
CC(C)(C)[C@H]1C=C(C(=O)NCc2ccccc2)O[C@@H](OCCCCO)C1 | 4 | 1 | 11 | 1 | -2 | 5 | 3 | 1 | 0.6 | -1
CC(=O)Nc1ccc(NC(=O)c2c(C)nn(-c3ccccc3)c2Cl)cc1C | 11 | 1 | -6 | -5 | -2 | 2 | -4 | 2 | 0.0 | 3
O=C(COC(=O)CCc1ccc(S(=O)(=O)N2CCOCC2)cc1)NC1CCCCCC1 | -8 | -2 | -12 | 2 | 6 | -4 | -3 | 5 | 0.8 | -1
O=C(Cc1cccs1)Nc1ccc(S(=O)(=O)Nc2ncccn2)cc1 | 9 | 7 | -3 | 1 | 12 | -4 | -7 | 1 | 0.5 | 6
CCC1C/C(=C/c2cccs2)C(=O)/C(=C/c2cccs2)C1 (centres undefined) | -1 | 7 | 2 | 8 | 2 | -4 | -3 | 0 | -0.1 | 4
COc1cccc(N2C(=O)Nc3ccc(Br)cc3C2(O)C(=O)NCCCOC(C)C)c1 (centres undefined) | 0 | 2 | 12 | -3 | 1 | 1 | 10 | -1 | 0.0 | -2
O=S(=O)(c1cnc[nH]1)N1CCN(c2ccc(Cl)cc2)CC1 | 0 | 1 | 1 | -2 | 1 | 6 | 0 | 3 | 0.1 | 0
COc1ccc(Cl)cc1NC(=O)c1cc(C2CC2)on1 | . | -4 | 8 | 5 | 0 | -2 | -5 | -7 | . | 0
Nc1nnn(-c2ccccc2)c1-c1ccccc1 | 3 | -1 | -2 | 0 | 1 | -7 | -3 | 1 | -0.3 | 0
CSc1ncc(CN2CCC(C(=O)Nc3cccc(-c4cscn4)c3)CC2)cn1 | 4 | -7 | 3 | -2 | 1 | 4 | 3 | -1 | 0.3 | -2
COc1ccc(-c2nn(-c3ccccc3C)cc2CNC(C)Cn2cncn2)cc1F (centres undefined) | -4 | 4 | -5 | 7 | 4 | 4 | -12 | 6 | 0.1 | 3
Brc1ccc(-c2cn3ccccc3n2)cc1 | 0 | 0 | -2 | -3 | -1 | -5 | 2 | 1 | 0.0 | 1
C=CCn1c(NCc2ccc3c(c2)OCO3)nc2ccccc21 | 0 | 0 | 12 | -2 | -1 | -5 | 2 | -3 | -0.9 | 0
Cc1cc2cc3c(cc2nc1SCC(=O)OC(C)C)OCCO3 | -11 | -4 | 5 | -2 | -2 | 0 | -1 | 2 | 0.6 | 4
Cc1ccc(NS(=O)(=O)c2c(C)ccc3nsnc23)c([N+](=O)[O-])c1 | -8 | -4 | -13 | 6 | 3 | -11 | -4 | -1 | 0.2 | -2
CS(=O)(=O)N1CCN(Cc2ccccc2C(F)(F)F)CC1 | 4 | 6 | 1 | 1 | -1 | 1 | -4 | 0 | 0.0 | 0
The listing continues:
SMILES | TCR CD3 inh | Tn7 DDE FP | TDP2 absorb | PRMT1 FP inh | UHRF1 MBD2 ctr | Tn6 DDE FP | SIAE inh | MBD2 DNA inh | KLK7 zymogen act | LEDGF integ inh
CCN1CCN(Cc2ccc(NC(=O)c3cc(NC(=O)N4CCNC4=O)cc(OC)c3)cc2C(F)(F)F)CC1 | 6&-9 | 4&6 | 4&-17 | 0&4 | 1&5 | 8&1 | -3&-5 | 0&4 | 0.0&0.6 | -1&-2
Cc1cccc(N(Cc2ccccc2)C(=O)c2ccc(C)c(S(=O)(=O)N3CCOCC3)c2)c1 | 0 | -6 | -9 | -4 | -1 | 0 | -3 | -2 | 0.1 | 2
CN(C(=O)c1cccc(NC(=O)Cc2ccc(NC(=O)C3CCCN(C(=O)C4CCCCC4)C3)cc2)c1)C1CCCCC1 (centres undefined) | 3 | -3 | -6 | -5 | 0 | -8 | -6 | -3 | 1.1 | 5
COc1ccc(CNC(=O)O[C@H]2CC[C@@]34CCCN3C(=O)CCC[C@H]4C2)cc1OC | . | -3 | -13 | -2 | 1 | 2 | -4 | -2 | . | 1
C=CCNCCCCOc1ccccc1 | 7 | 4 | 5 | 0 | 1 | -7 | 1 | 1 | 0.2 | -2
COc1ccccc1/C=C/CN1CCCC(CO)(Cc2cccc(Cl)c2)C1 (centres undefined) | 12 | -5 | -8 | 1 | 0 | -10 | -5 | -4 | 0.1 | 2
COc1ccc(NC(=O)CN(Cc2ccccc2)S(C)(=O)=O)c(OC)c1 | 0 | 2 | -4 | 5 | 5 | -3 | 3 | 12 | 0.3 | -1
Cc1cc(C(=O)N2CCN(c3ccccc3)CC2)c(C)o1 | -4 | 1 | -7 | 1 | 2 | 11 | 0 | -4 | 0.2 | 0
O=C(O)CSCc1nc2cccnc2n1C1CCCCC1 | 1 | 2 | 4 | 2 | 1 | -6 | 5 | 5 | 0.0 | 1
O=C(c1cc(F)c(F)c(F)c1F)N1CCN(Cc2ccc3c(c2)OCO3)CC1 | -2 | 2 | 4 | -5 | -2 | 6 | 4 | -3 | -0.7 | 3
Cc1cc(C)n(C(=O)COc2ccc([N+](=O)[O-])cc2)n1 | -4 | -6 | -7 | 3 | 0 | -3 | -3 | 0 | -0.4 | -3
Cc1onc(C(=O)N2CCC(Cc3ccccc3)CC2)c1[N+](=O)[O-] | -1 | 5 | 4 | -4 | -5 | -2 | 1 | -5 | 0.4 | 2
CCOC(=O)c1sc2nc(COC(=O)c3c(F)cccc3F)[nH]c(=O)c2c1C | 2 | 2 | -7 | 0 | 0 | -1 | -15 | -2 | -0.2 | 1
COc1ccccc1C(=O)NC(=O)Nc1cccc(Cl)c1 | -1 | -2 | 3 | -1 | -4 | -2 | 1 | 3 | -0.3 | -2
NC(COCc1ccccc1)c1csc(Nc2ccc(S(N)(=O)=O)cc2)n1 (centres undefined) | 2 | 4 | 2 | -2 | -3 | -3 | -1 | -1 | -0.1 | -2
COc1ccc(C(=O)NCCc2nnc3ccc(SCC(=O)NCCc4ccc(OC)c(OC)c4)nn23)cc1 | 4 | 3 | 1 | -9 | -2 | -4 | -4 | -5 | 0.1 | 1
COc1ccc(Cl)cc1C(=O)NCCN(C)C | -3 | 5 | -4 | -2 | 4 | 8 | -9 | 4 | -0.3 | 6
CN(C)CCCn1c(=O)n(Cc2ccco2)c(=O)c2c3c(sc21)CCCCC3 | 0 | 0 | 7 | 2 | 2 | -3 | -2 | 0 | 0.4 | -2
CC(NC(=O)C1CCCN(S(=O)(=O)c2cnc[nH]2)C1)c1ccccc1 (centres undefined) | 5 | 7 | 1 | -5 | 0 | -6 | 7 | 5 | -0.2 | 1
CCCCOc1ccccc1C(=O)N(Cc1ccco1)C1CCS(=O)(=O)C1 (centres undefined) | 2 | -2 | 9 | 3 | 1 | -4 | 1 | 1 | -0.2 | -1
Cc1ccccc1OCCCC(=O)NCc1ccco1 | -6 | 7 | -5 | 4 | 5 | -9 | -5 | 0 | 0.2 | 2
COc1ccc(CC(C)N2CCN(Cc3ccccc3)CC2)c(OC)c1 (centres undefined) | 0 | 3 | 10 | 0 | -1 | -2 | -6 | 4 | 0.2 | -4
COC(=O)c1cc(NC(=O)c2ccc(-c3ccccc3)cc2)ccc1Cl | -9 | 3 | -3 | 5 | 7 | -7 | -9 | 7 | -0.9 | -4
CCOc1ccc(C(C)NC(=O)Cc2ccccc2)cc1OCC (centres undefined) | 4 | 3 | 2 | -2 | 0 | 3 | -1 | -7 | -0.4 | -2
Cc1nn(CC(=O)N2CCCCC2)c(=O)c2nn(-c3ccccc3)c(C)c12 | -2 | -2 | 3 | -1 | 0 | -4 | -2 | 0 | 0.1 | 4
Further records.
SMILES | TCR CD3 inh | Tn7 DDE FP | TDP2 absorb | PRMT1 FP inh | UHRF1 MBD2 ctr | Tn6 DDE FP | SIAE inh | MBD2 DNA inh | KLK7 zymogen act | LEDGF integ inh
CCc1nc(CNC(=O)C2CCC(=O)N(CCc3ccc(OC)cc3)C2)cs1 (centres undefined) | -10 | -5 | 6 | 5 | 2 | 4 | 2 | 0 | -0.5 | -3
CCCCN(C(=O)c1ccco1)C1CCS(=O)(=O)C1 (centres undefined) | -1 | 0 | 9 | 2 | 2 | 4 | 7 | 1 | -0.1 | 2
CCOC(=O)c1ccc(NC(=O)c2ccnn2C)cc1 | 10 | 3 | 4 | 1 | -1 | 2 | 1 | -2 | 0.0 | -3
CCN(C(=O)COC(=O)CCC1CCCC1)c1c(N)n(Cc2ccccc2)c(=O)[nH]c1=O | 5 | -12 | 14 | -3 | -2 | -3 | 4 | -3 | -0.5 | 4
O=C(c1cc(Cl)nc2ccccc12)N1CCCCC1 | 6 | -7 | 5 | 2 | -2 | 0 | 3 | -5 | -0.3 | -1
C#CCN(C[C@H]1[C@H](OC(=O)NCCCCCC)[C@H](OC(=O)NCCCCCC)C[C@@H](C(=O)OC)[C@H]1C(=O)OC)S(=O)(=O)c1ccc(C)cc1 | 5 | -9 | 0 | 2 | 2 | 7 | 10 | -2 | 0.1 | 2

Random excerpt: 3 records from the list, in no set order.
SMILES | TCR CD3 inh | Tn7 DDE FP | TDP2 absorb | PRMT1 FP inh | UHRF1 MBD2 ctr | Tn6 DDE FP | SIAE inh | MBD2 DNA inh | KLK7 zymogen act | LEDGF integ inh
CCCCN(C(=O)c1ccco1)C1CCS(=O)(=O)C1 (centres undefined) | -1 | 0 | 9 | 2 | 2 | 4 | 7 | 1 | -0.1 | 2
CCOC(=O)c1ccc(NC(=O)c2ccnn2C)cc1 | 10 | 3 | 4 | 1 | -1 | 2 | 1 | -2 | 0.0 | -3
CCN(C(=O)COC(=O)CCC1CCCC1)c1c(N)n(Cc2ccccc2)c(=O)[nH]c1=O | 5 | -12 | 14 | -3 | -2 | -3 | 4 | -3 | -0.5 | 4
